Assay outcomes (PubChem)
NOD1 inhibition – NOD1 signaling inhibitors, primary screen, cell-based, luminescence, uHTS (AID 1578) | NOD1-driven NF-kB luciferase reporter cells, luminescence; higher % means a stronger effect | inhibition, % at 4 µM; hits with a dose series show EC50 in µM | 290,000 tested, 1% active; in the data active means inhibition mostly above about 36%, no sharp cut-off; inactive means mostly below about 34%;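 further: HEK-293T reporter cells stimulated with the NOD1 agonist gamma-tri-DAP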
ER stress rescue – protection against thapsigargin-triggered cell killing – 384-well, CSM14.1, ATP luminescence, primary screen (AID 1222) | cellular ATP content (survival), % at 20 µM; hits with a dose series show EC50 in µM | CSM14.1 thapsigargin-induced death rescue, ATP luminescence; higher % means a stronger effect | 190,000 tested, under 10 active;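 active means EC50 below 50 µM in the dose-response confirmation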;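 further: death triggered by thapsigargin at about 15 µM added after 2 h compound pretreatment; cell ATP read after overnight thapsigargin exposure of roughly 18 to 22 hours; normalized against plate controls of thapsigargin alone and 5% DMSO vehicle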
KOR beta-arrestin-1 – KOR antagonists, beta-arrestin recruitment, cell-based, luminescence, uHTS (AID 1778) | KOR beta-arrestin recruitment, luminescence, antagonist mode; higher % means a stronger effect | inhibition, % at 10 µM; hits with a dose series show IC50 in µM | 290,000 tested, 0.091% active; further: strong numbers were not always called active
GPR55 beta-arrestin – GPR55 agonists via beta-arrestin recruitment, primary screen, imaging, U2OS cells, beta-arrestin-GFP redistribution (AID 1961). 290,000 tested, 0.048% active. U2OS GPR55 beta-arrestin-GFP redistribution imaging; higher % means a stronger effect. activation, % at 10 µM, or EC50 in µM where a hit was titrated;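 active means activation above 40% with more than 50 cells counted in the well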;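 further: U2OS osteosarcoma cells stably expressing GPR55 and beta-arrestin-GFP; plate controls were DMSO negative control for no effect and LPI positive control for full effect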
TNAP activators – stimulation of alkaline phosphatase TNAP activity – biochemical, luminescent, no phosphate acceptor, uHTS, primary screen (AID 1001). purified TNAP, luminescent activation assay, no phosphate acceptor; higher activation fold means a stronger effect. activation fold at 20 µM, or EC50 in µM where a hit was titrated. 200,000 tested, 0.03% active; in the data active means activation fold from about 3, or a potency from the dose series; inactive means the rest, 99 in 100 with activation fold below about 1.6; further: many of its hits are not listed in these tables
Yfh1-off respiration – enhancers of respiration in Yfh1-depleted yeast, dose response, Friedreich's ataxia, plus single-dose screen (AID 1465); S. cerevisiae Yfh1-off respiration, WST-1 reduction, 72 h; higher fold induction means a stronger effect; fold induction at 50 µM; hits with a dose series show EC50 in µM; 220,000 tested, 0.074% active;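 active means fold induction of absorbance versus untreated yeast above a set limit, then at least 30% activation at any dose in follow-up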;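 further: activators that raise dye reduction in frataxin-depleted yeast; strong numbers were not always called active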
KOR beta-arrestin-2 – kappa opioid receptor activators – cell-based, luminescence, uHTS, primary screen (AID 1777); activation, % at 10 µM, or EC50 in µM where a hit was titrated; 280,000 tested, 0.02% active; KOR beta-arrestin recruitment, luminescence; higher % means a stronger effect; in the data active means activation above about 50%, passing the limit was not always enough; further: a part of the inactive calls stands beside numbers as strong as those of hits
NOD2 inhibition – inhibition of NOD2-driven NF-kB reporter – cell-based, luminescence, uHTS, HEK293 (AID 1566). HEK293 NOD2/NF-kB luciferase reporter, luminescence; higher % means a stronger effect. inhibition, % at 4 µM; hits with a dose series show EC50 in µM. 290,000 tested, 0.63% active; further: many of its hits are not listed in these tables
NTR1 ag – NTR1-driven beta-arrestin-GFP spot formation – imaging, U2OS cells, high content, primary screen (AID 493036); P30989; 330,000 tested, 0.17% active; activation, % at 20 µM; agonist mode;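 active means activation at or above 40% of the spot to cytoplasm intensity ratio, with at least 20 cells analyzed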;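 further: 0% = DMSO without peptide and 100% = 100 nM NTR1 peptide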
Target sequence (P30989 whole entry, looked up): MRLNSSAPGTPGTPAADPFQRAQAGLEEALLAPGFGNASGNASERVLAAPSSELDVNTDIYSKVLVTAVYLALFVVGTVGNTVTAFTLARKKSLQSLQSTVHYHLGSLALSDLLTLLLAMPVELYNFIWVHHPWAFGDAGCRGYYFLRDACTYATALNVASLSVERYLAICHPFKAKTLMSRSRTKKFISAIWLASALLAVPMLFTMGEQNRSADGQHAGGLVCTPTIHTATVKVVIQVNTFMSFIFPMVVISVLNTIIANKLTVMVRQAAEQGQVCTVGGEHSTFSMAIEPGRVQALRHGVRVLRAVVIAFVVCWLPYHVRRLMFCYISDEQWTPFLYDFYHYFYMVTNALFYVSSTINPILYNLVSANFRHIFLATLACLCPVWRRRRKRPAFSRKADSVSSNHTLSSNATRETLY
NTR1 ag cell count 20 µM – recorded beside NTR1 ag, whose call it bears; cell count; measured here: cell count, cytotoxicity flag
* = called active by the depositor; i = inactive; nt = no result given; [ ] = dose if it differs, or a comment. Unless noted, no stated cut-off is given here; in the data, active means inhibition above about 50%; inactive means the rest. An excerpt, so the mix of outcomes need not match the whole.

SMILES | NOD1 inhibition | ER stress rescue | KOR beta-arrestin-1 | GPR55 beta-arrestin | TNAP activators | Yfh1-off respiration | KOR beta-arrestin-2 | NOD2 inhibition | NTR1 ag | NTR1 ag cell count 20 µM
CCOC(=O)N1CCN(S(=O)(=O)c2ccc(C(=O)Nc3sc4c(c3C(N)=O)CC(C)(C)NC4(C)C)cc2)CC1 | -7% | nt | -24% | 0.1% | nt | nt | -4.0% | 24% | 3.2 | 47
CC(=O)Nc1ccc(N/C=C/C(=O)c2ccc(Br)cc2)cc1 | -35% | nt | -4%[20 µM] | -0.2% | nt | nt | -5.4% | -8% | -0.6 | 51
CCOCCCNC(=S)NCCc1ccccc1 | -38% | -0.8% | -28% | -0.8% | 1.1 | i | 16% | -10% | 1.7 | 45
CNC(=S)SCCOc1ccc(C)cc1 | -28% | -1.1% | 28% | -0.5% | 0.7 | i | -0.8% | 15% | -0.3 | 91
O=C(CN1CCN(Cc2cccc(Cl)c2)C1=O)NCc1cccs1 | -4% | 0.1% | -5% | 0.5% | 1.1 | i | 11% | 5% | -1.6 | 61
O=C(NCCc1ccccc1)c1cnn2c(C(F)F)cc(C3CC3)nc12 | 6% | -4.1% | -16% | 0.2% | 1.1 | i | 6.5% | 8% | 7.8 | 65
COc1cc(C(=O)NNC(=O)C2CCCC2)cc(OC)c1OC | -20% | nt | -89% | -0.1% | nt | nt | 2.1% | -10% | -0.7 | 46
Cc1cc(O)c(C(C)C)cc1NC(=O)c1ccc(Cl)cc1 | -21% | -1.6% | 3% | -0.1% | 1.1 | i | -1.4% | -2% | 0.9 | 45
COc1cc2sc(C)nc2c2ccccc12 | -12% | nt | -13% | -0.2% | nt | nt | 4.6% | -2% | 0.9 | 98
COc1ccc(C(=O)Nc2ccccc2C(=O)N/N=C/c2cccc3ccccc23)cc1 | -2% | -2.8% | -11% | -0.1% | 1.1 | i | -1.2% | -395% | -0.4 | 86
CCN(CC)Cc1ccc(OC)c(Cl)c1 | -11% | nt | 30% | 0.6% | nt | i | 2.8% | -5% | -0.9 | 48
CCN(CC)S(=O)(=O)c1ccc2oc(SCC3CN=C(c4ccc(OC)cc4)S3)nc2c1 (stereo not drawn) | 31% | 0.9% | -17% | 0.2% | 1.1 | i | 8.3% | 30% | 3.6 | 81
Cc1cc(C)c(C)c(S(=O)(=O)N2CCN(c3ccccn3)CC2)c1C | -23% | nt | -8% | 0.2% | nt | nt | -3.7% | -8% | 1.8 | 63
CCCCCCCCCC[n+]1cccc2c3ccccc3ccc21 | 64%* | -2.1% | -41% | 2.1% | 1 | i | 7.5% | 43% | nt | nt
Cc1cc(OCCN2CCCCCC2)ccc1[N+](=O)[O-] | -19% | -0.6% | -8% | -0.3% | 1.1 | i | -2.6% | -10% | 0.6 | 92
O=[N+]([O-])c1cccc(C(=Nc2ccccc2Cl)NO)c1 | -4% | -2.4% | -41% | 0.3% | 1 | i | -1.6% | 3% | -0.2 | 89
O=C(CSc1nnc(CNC(=O)c2ccco2)o1)Nc1cccc(C(F)(F)F)c1 | -21% | nt | -7% | 0.1% | nt | nt | -6.1% | 11% | 0.0 | 82
CCn1nc(C)cc1-c1nnc(Sc2ncc([N+](=O)[O-])s2)n1C | 35%* | nt | 23% | 0.0% | nt | nt | 2.7% | -42% | 29 | 62
O=C(OCc1cc(Cl)ccc1OC(F)F)c1ccc([N+](=O)[O-])o1 | -21% | nt | -10% | 0.2% | nt | nt | -5.0% | 8% | 6.4 | 54
C=CCSC1=N/C(=C\c2ccc(C)o2)C(=O)S1 | -17% | 0.9% | -24% | -0.2% | 0.9 | i | -1.4% | 6% | -1.2 | 47
Cc1ccn2c(NC(=O)c3ccco3)c(-c3ccccc3)nc2c1 | -24% | 0.0% | -22% | -0.2% | 1.1 | i | -5.0% | 14% | -0.8 | 47
CCOC(=O)CSc1nc2cc3c(cc2cc1C#N)OCO3 | -50% | 0.0% | 18% | -0.3% | 1.1 | i | -0.7% | -80% | -1.3 | 79
CCN(CC)S(=O)(=O)c1cccc(-c2nnc(SCc3nc4ccccc4s3)o2)c1 | 44% | -0.7% | -1% | -0.1% | 1.1 | i | 1.2% | -6% | 3.3 | 68
Cc1ccc(NC(=O)C2CCCN(S(=O)(=O)c3c(C)noc3/C=C/N(C)C)C2)c(C)c1 (stereo not drawn) | -17% | nt | 6% | -0.2% | nt | nt | -1.0% | -1% | 1.4 | 68
Cc1ccc(OCC(=O)Nc2ccc(NC(=O)c3ccco3)cc2)c(C)c1 | -16% | nt | -46% | -0.1% | nt | nt | 6.8% | 10% | 0.3 | 66
NC(=O)C1c2ccccc2CSc2ccccc21 (stereo not drawn) | -15% | -2.8% | 26% | -0.2% | 1 | i | -3.2% | 12% | 1.5 | 45
Cc1cccc(C)c1OCC(=O)N/N=C/C=C/c1ccco1 | -2% | -0.3% | 3% | 1.2% | 1 | i | -6.5% | 6% | 3.1 | 39
CCP(=O)(CC)c1cccc(N)c1 | -3% | -0.6% | 10% | -0.2% | 1.1 | i | 9.7% | 1% | -1.3 | 59
COCCC(=O)NC1CCCc2c1cnn2-c1cccc(C)c1C (stereo not drawn) | -25% | nt | 18% | -0.1% | nt | nt | -3.6% | 13% | 0.2 | 70
COc1ccc(NC(=O)CSc2nnc(CNC(=O)COc3ccc(Cl)cc3)o2)c(OC)c1 | -13% | 0.6% | 20% | 0.0% | 1.1 | i | -2.3% | 16% | 0.5 | 74
N=c1c2c(ncn1CCN1CCOCC1)Oc1cc(O)ccc1C2c1ccccc1 (stereo not drawn) | 2% | nt | 2% | 0.7% | nt | i | -2.2% | 20% | -0.8 | 69
c1ccc2sc(C3CCN(Cc4nnnn4Cc4ccc5c(c4)OCO5)CC3)nc2c1 | -28% | -1.9% | 0% | -0.4% | 1.1 | i | -3.0% | 4% | 0.7 | 95
CC(=O)N1CC(C)Sc2ccc(S(=O)(=O)NCc3ccccc3Cl)cc21 (stereo not drawn) | 11% | nt | -14% | -0.1% | nt | nt | 11% | 39% | 3.3 | 50
COc1cccc(C(=O)NNC(=O)Cc2ccc(Cl)cc2)c1 | -20% | -2.4% | 13% | 0.1% | 1.7 | i | 2.2% | -1% | -0.2 | 70
COc1ccc(CN2C(=O)c3cccnc3C2=O)cc1S(=O)(=O)NC(C)C | 1% | nt | -5% | -0.1% | nt | nt | -3.4% | -47% | 0.1 | 92
COc1cc(OC)c2ccc(=O)oc2c1C(CC(=O)N1CCOCC1)c1ccc2c(c1)OCO2 (stereo not drawn) | 2% | nt | -6% | 0.0% | nt | i | -1.7% | 1% | 1.9 | 98
COc1ccccc1-c1noc(CCC(=O)Nc2cc(C(F)(F)F)ccc2Cl)n1 | -14% | 1.0% | -12% | -0.1% | 1.1 | i | -5.2% | 7% | 3.3 | 71
Cc1ccc(-c2nc3ncccn3c2Nc2ccc3c(c2)OCO3)o1 | 0% | -0.2% | -33% | -0.5% | 1 | i | -2.8% | 12% | 1.2 | 46
N#CCCn1cc(C(N)=O)c(-c2cccs2)n1 | 6% | -0.3% | -41%[20 µM] | -0.1% | 1.1 | i | -3.8% | -1% | -2.0 | 76
Cc1cccc2sc(NS(=O)(=O)c3ccccc3)nc12 | -32% | nt | 0% | 0.7% | nt | nt | -4.2% | 12% | 0.2 | 65
CCOC(=O)C(C)CC(C)C(=O)N1CCOCCN(C(=O)C(C)CC(C)C(=O)OCC)CCOCC1 (stereo not drawn) | 11% | 3.1% | -14% | 0.2% | 1 | i | 3.1% | -1% | -0.6 | 69
COc1ccc(/C=C(\C#N)C(=O)OCC(=O)NCc2ccccc2Cl)cc1 | -41% | -1.1% | -16% | -0.3% | 1.1 | i | -0.1% | -5% | -0.6 | 77
COc1ccc(OCC(=O)Nc2cc(-c3nn(C)c(=O)c4ccccc34)ccc2N2CCOCC2)cc1 | -2% | nt | 43% | 0.2% | nt | i | 0.7% | 13% | 5.4 | 58
CCn1nc(NC(=O)Cc2ccc(OC)cc2)c2cc3cccc(C)c3nc21 | 2% | nt | 1% | -0.2% | nt | i | 0.9% | 23% | 6.2 | 58
CC(=O)c1ccc(NC(=O)c2cnn3ccccc23)cc1 | 63%* | -0.9% | 7% | 0.2% | 1.1 | i | -4.6% | -29% | -0.8 | 88
COc1ccc(C2(O)CCN(Cc3nnnn3Cc3ccc(F)cc3)CC2)cc1 | -14% | 1.1% | -28% | 0.2% | 1.1 | i | nt | -1% | 0.8 | 34
COc1ccc(CC(C)N2CCN(c3ccccc3OC)CC2)cc1OC (stereo not drawn) | 9% | -2.6% | 35% | -0.2% | 1.1 | i | -8.0% | -5% | -1.5 | 55
Cc1ccc(S(=O)(=O)Oc2ccccc2/C=N/O)cc1 | -18% | 1.5% | 8% | 0.2% | 1.1 | i | 2.5% | -20% | -1.4 | 105
O=C(Nc1cccc(Cl)c1)OCCOc1ccccc1 | -2% | nt | -2%[20 µM] | 0.1% | nt | nt | -5.6% | -68% | nt | nt
CCN(c1cc(C)cc(C)c1)S(=O)(=O)c1nnc(NC(=O)C(C)(C)C)s1 | -8% | nt | -10% | 0.0% | nt | nt | 1.3% | 25% | 0.2 | 100
COc1ccc(OCC(O)CNCc2ccco2)cc1 (stereo not drawn) | -10% | nt | 7% | 0.2% | 1 | i | -1.5% | 6% | 0.2 | 51
CC(Nc1ccc2c(c1)OCCO2)C(=O)N1c2ccccc2CC1C (stereo not drawn) | -21% | -1.3% | 9% | 0.1% | 1 | i | 2.1% | -6% | 2.1 | 59
CC(C)CC(N)c1cn([C@@H](CCC(=O)O)C(=O)N2CCNCC2)nn1 (stereo partly drawn) | -24% | -1.3% | -16% | -0.2% | 1.1 | i | -3.3% | -8% | -0.5 | 53
Cc1cccc(Cn2ccc(NC(=O)c3cccnc3)n2)c1 | -37% | 0.8% | -13% | 0.8% | 1.1 | i | -4.6% | -19% | -2.0 | 83
O=C(O)c1cccc(NC(=O)c2cc(-c3cccc(Cl)c3)nc3ccccc23)c1 | -56% | 0.0% | -18% | -0.1% | 1.1 | i | -2.9% | -28% | 1.2 | 44
O=S(=O)(c1ccc2c(c1)OCCO2)N1CCC(c2nc3ccccc3[nH]2)CC1 | 11% | -2.5% | 20% | 0.2% | 1.1 | i | -2.7% | 11% | -0.5 | 89

Compound profiles (already shown). Screens in order: NOD1 inhibition | ER stress rescue | KOR beta-arrestin-1 | GPR55 beta-arrestin | TNAP activators | Yfh1-off respiration | KOR beta-arrestin-2 | NOD2 inhibition | NTR1 ag | NTR1 ag cell count 20 µM
`COc1ccc(OCC(O)CNCc2ccco2)cc1` (stereo not drawn) is listed with -10% | nt | 7% | 0.2% | 1 | i | -1.5% | 6% | 0.2 | 51
`Cc1ccc(S(=O)(=O)Oc2ccccc2/C=N/O)cc1` is listed with -18% | 1.5% | 8% | 0.2% | 1.1 | i | 2.5% | -20% | -1.4 | 105
